Source: PubChem BioAssay (several laboratories)
PPARg SRC2 recr = promotes SRC-2 coactivator recruitment by human PPARgamma. P37231. PPARgamma LBD-SRC-2 recruitment, biochemical. activation, % at 8 µM. actives 0.34% (n = 200,000); in the data active = activation above about 22%;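 note: 0% = vehicle and 100% = reference agonist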
Target sequence (P37231 whole entry, looked up, the tested form may be a part): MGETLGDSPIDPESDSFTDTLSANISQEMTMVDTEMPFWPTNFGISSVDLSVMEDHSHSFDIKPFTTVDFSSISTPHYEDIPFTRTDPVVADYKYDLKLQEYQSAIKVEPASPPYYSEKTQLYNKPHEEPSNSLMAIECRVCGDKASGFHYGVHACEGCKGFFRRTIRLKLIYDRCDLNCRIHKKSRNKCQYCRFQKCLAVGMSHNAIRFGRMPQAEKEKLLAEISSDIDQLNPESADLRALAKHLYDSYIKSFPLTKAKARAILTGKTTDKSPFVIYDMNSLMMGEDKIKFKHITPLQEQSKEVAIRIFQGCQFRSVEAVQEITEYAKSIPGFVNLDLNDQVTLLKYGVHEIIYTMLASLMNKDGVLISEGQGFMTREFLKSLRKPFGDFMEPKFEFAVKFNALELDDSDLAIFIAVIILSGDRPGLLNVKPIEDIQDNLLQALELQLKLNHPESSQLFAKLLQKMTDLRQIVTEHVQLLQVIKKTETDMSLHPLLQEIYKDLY
TNAP inh hiacc = blocks human TNAP under high phosphate acceptor concentration. actives 0.03% (n = 200,000). inhibition, % at 20 µM. purified TNAP, CDP-star luminescence, 1 M DEA. P05186;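 active = over 50% inhibition of tissue-nonspecific alkaline phosphatase at 20 µM in the single-dose screen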;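 note: plate controls were DMSO wells for no effect and EDTA-quenched wells as full inhibition for full effect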
Target sequence (P05186 whole entry, looked up): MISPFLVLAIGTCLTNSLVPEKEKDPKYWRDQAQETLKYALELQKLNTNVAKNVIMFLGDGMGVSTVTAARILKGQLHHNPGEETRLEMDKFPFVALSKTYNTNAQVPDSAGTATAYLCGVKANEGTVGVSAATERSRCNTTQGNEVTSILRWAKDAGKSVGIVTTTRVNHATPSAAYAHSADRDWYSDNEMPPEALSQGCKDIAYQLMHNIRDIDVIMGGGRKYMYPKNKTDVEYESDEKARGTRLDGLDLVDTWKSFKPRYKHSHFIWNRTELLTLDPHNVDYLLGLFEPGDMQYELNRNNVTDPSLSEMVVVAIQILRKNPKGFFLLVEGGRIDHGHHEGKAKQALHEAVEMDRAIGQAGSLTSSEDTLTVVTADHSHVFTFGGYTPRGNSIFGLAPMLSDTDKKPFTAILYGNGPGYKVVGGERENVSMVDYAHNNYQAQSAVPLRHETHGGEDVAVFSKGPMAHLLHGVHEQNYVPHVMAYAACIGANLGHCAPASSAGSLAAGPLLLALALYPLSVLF
bIAP act = intestinal alkaline phosphatase (bovine) activation; purified bovine IAP, CDP-star luminescence, 30 min; stronger effect = higher value; fold of DMSO-control signal, blank-subtracted; activation factor at 20 µM; actives 0.17% (n = 200,000);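 active = activation factor of 2 or more at 20 µM, a signal rise over negative controls twice the positive control's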
TNAP inh noacc = TNAP (human) inhibition, acceptor-free conditions. inhibition, % at 20 µM. actives 0.26% (n = 200,000). purified TNAP, CDP-star luminescence, 30 min. AID 1012;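 active = tissue-nonspecific alkaline phosphatase inhibition above about 50% at 20 µM in the single-dose screen, limit read from the data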;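 note: 0% = DMSO negative control and 100% = EDTA positive control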
bIAP inh = intestinal alkaline phosphatase (bovine) inhibition | purified bovine IAP, CDP-star luminescence, 30 min | inhibition, % at 20 µM | 190,000 tested, under 10 active | AID 1019;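 active = over 50% inhibition of intestinal alkaline phosphatase at 20 µM in the single-dose screen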
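System: Purified bovine intestinal alkaline phosphatase (IAP) enzyme | Input: IAP diluted 1/65,000,000 in the well | Also added: CDP-star chemiluminescent phosphatase substrate, 30 µM final | Dosing: 20 µM single dose | Times: Enzyme reaction for 30 min at room temperature | Detection: Luminescence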
PPARg SRC3 recr = agonists of human PPARgamma SRC-3 coactivator recruitment; P37231; biochemical PPARgamma/SRC-3 coactivator recruitment assay; activation, % at 8 µM; actives 0.26% (n = 200,000); AID 731; in the data active = activation above about 23%;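 note: 0% = DMSO and 100% = reference agonist; some compounds past the cut are filed as inactive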
TNAP act hiacc = TNAP (human) activation, high acceptor; purified TNAP, CDP-star luminescence, 1 M DEA, 30 min; stronger effect = higher value; 0 = EDTA background, 1 = DMSO-only activity; activation factor at 20 µM; 200,000 tested, under 10 active; AID 1136;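 active = activation factor at least 2 at 20 µM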
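system = human TNAP | amount = enzyme diluted 1/800 final | reagent = 100 µM CDP-star substrate | signal = luminescent substrate turnover signal | dosing = one dose, 20 µM | benchmarks = EDTA negative control, DMSO positive control | measure = activation factor | timing = 30 min reaction, room temperature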
SRC2 TRFRET art = counter-screen for PPARgamma SRC-2 recruitment agonists: TR-FRET artefact. actives 0.4% (n = 200,000). stronger effect = higher value. AID 1049. TR-FRET ratio at 8 µM; in the data active = TR-FRET ratio above about 2000; note: inactives centre near 1500
PPARg SRC-1 ag = promotes SRC-1 coactivator recruitment by human PPARgamma; AID 631; PPARgamma-SRC-1 coactivator recruitment biochemical assay; P37231; activation, % at 8 µM; actives 0.41% (n = 200,000); in the data active = activation above about 19%;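 note: 0% = DMSO and 100% = reference agonist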
HMGR II inh = inhibitors of class II HMG-CoA reductase from Enterococcus faecalis | purified E. faecalis HMGR, NADPH absorbance 340 nm kinetic | inhibition, % at 10 µM | actives 0.41% (n = 190,000) | AID 1066;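 active = inhibition above a set limit, the median over all tested compounds plus 3 SD, cut at about 9.5% in these data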;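 note: enzyme runs in reverse so mevalonate oxidation gives rising NADPH absorbance; 0% = complete reaction with DMSO and 100% = background rate lacking mevalonate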
Active calls of the source: *; / = not tested or not shown.

SMILES	PPARg SRC2 recr	TNAP inh hiacc	bIAP act	TNAP inh noacc	bIAP inh	PPARg SRC3 recr	TNAP act hiacc	SRC2 TRFRET art	PPARg SRC-1 ag	HMGR II inh
O=c1ccn(CCc2c[nH]c3ccccc23)c2c1CCCC2	2	-4	1.1	-6	-7	5	1	1507	2	-1
O=C1C(C=NCc2ccccn2)=C(O)c2ccccc21	5	-4	1.2	12	-16	4	1	1761	6	-4
O=C(NCCOc1ccccc1)c1ccc2c(c1)OCO2	1	-6	0.5	-9	48	-3	1.1	1367	1	-2
CC(=O)c1ccc(N2CCN(C(=O)c3cccc(Oc4ccccc4)c3)CC2)cc1	19	-2	1	-12	-3	0	1	1732	8	1
C=CCOn1c(=O)c(C)[n+]([O-])c2ccccc21	8	-1	0.9	-10	8	4	1	1664	6	-3
Cn1nnnc1SCC(=O)Nc1ccccc1N1CCOCC1	3	-5	1	-12	1	1	1.1	1572	2	-5
Cc1ccc(S(=O)(=O)N2CCCOC2)cc1	-5	3	1	-5	3	-7	1	1283	-1	-9
CCC(C)n1c(S(=O)(=O)O)nc2ccccc21 (stereo not drawn)	0	-2	0.9	-11	7	8	1	1528	5	-1
O=C(C1=C(O)/C(=C/c2ccc(O)cc2)CCC1)C(F)(F)F	-2	10	1.2	7	-25	8	0.9	1473	5	-4
CCC(C)Oc1ccccc1C1CC(=O)NC2=C1C(=O)CCC2 (stereo not drawn)	6	-4	1.1	-6	-8	-3	1	1499	8	-4
CCCCc1ccc(Nc2ncnc3nc[nH]c23)cc1	-4	-7	1.1	-137	-14	5	1.1	1607	4	3
Cc1ccc(P(=O)(OCCN2CCOCC2)C(C)(C)C)o1 (stereo not drawn)	-6	-6	0.9	-13	5	-10	1.1	1294	0	-9
CCn1c(SCC(=O)Nc2cc(C)on2)nc2sc3c(c2c1=O)CCCC3	5	0	1	-6	4	4	1	1534	4	-9
CCOC(=O)c1nnc(-c2ccc(C)cc2)nc1N1CCSCC1	0	-7	0.9	-6	14	4	1.1	1500	-3	-5
Cc1ccc(NC(=O)CN2C(=O)S/C(=C\c3cc(C)n(-c4cccc(C(=O)O)c4)c3C)C2=O)cc1	-4	1	0.9	2	6	0	1	1392	-8	-3
CCCCCCNc1c(C(=O)OCC)c(=O)[nH]c2ccccc12	2	1	0.9	-4	8	-4	1	1403	-2	0
COc1ccc(NC(=O)COC(=O)[C@@H]2CCCN2S(=O)(=O)c2ccccc2F)c(OC)c1	9	-4	0.9	-16	6	1	1	1480	4	0
COC(=O)c1cc(Br)c(=O)n(CCc2ccc(F)cc2)c1	-4	-12	0.7	-19	29	-2	1.1	1510	-4	-6
Cc1ccc(C(=O)n2c(=S)nc3ccccn32)cc1	3	-3	0.8	-14	18	-4	1	1423	3	-2
Nc1nc(SCC(=O)C23CC4CC(CC(C4)C2)C3)n[nH]1	-1	-2	1.4	-12	-44	-7	1	1452	-4	2
COc1ccc(S(=O)(=O)NCCC(=O)NCc2cccs2)cc1	-3	4	0.9	-13	13	-1	1	1639	4	2
Nc1nc(Nc2cccc(C(F)(F)F)c2)nc(C(F)(F)F)n1	15	-1	0.9	-7	12	14	1	1561	-4	-2
O=C(Nc1ccc(OC(F)F)c(Cl)c1)c1cccc(OC(F)F)c1	10	-7	0.1	-6	/	1	1.1	1584	1	-1
COC(=O)c1sc2ccccc2c1NC(=O)c1ccc(S(=O)(=O)N2CC(C)CC(C)C2)cc1 (stereo not drawn)	-6	-1	0.8	3	20	-3	1	1379	1	2

At a glance, some entries already given:
SMILES	PPARg SRC2 recr	TNAP inh hiacc	bIAP act	TNAP inh noacc	bIAP inh	PPARg SRC3 recr	TNAP act hiacc	SRC2 TRFRET art	PPARg SRC-1 ag	HMGR II inh
CCC(C)Oc1ccccc1C1CC(=O)NC2=C1C(=O)CCC2 (stereo not drawn)	6	-4	1.1	-6	-8	-3	1	1499	8	-4
CCCCc1ccc(Nc2ncnc3nc[nH]c23)cc1	-4	-7	1.1	-137	-14	5	1.1	1607	4	3
Cc1ccc(P(=O)(OCCN2CCOCC2)C(C)(C)C)o1 (stereo not drawn)	-6	-6	0.9	-13	5	-10	1.1	1294	0	-9
CCn1c(SCC(=O)Nc2cc(C)on2)nc2sc3c(c2c1=O)CCCC3	5	0	1	-6	4	4	1	1534	4	-9
CCOC(=O)c1nnc(-c2ccc(C)cc2)nc1N1CCSCC1	0	-7	0.9	-6	14	4	1.1	1500	-3	-5
Cc1ccc(NC(=O)CN2C(=O)S/C(=C\c3cc(C)n(-c4cccc(C(=O)O)c4)c3C)C2=O)cc1	-4	1	0.9	2	6	0	1	1392	-8	-3
CCCCCCNc1c(C(=O)OCC)c(=O)[nH]c2ccccc12	2	1	0.9	-4	8	-4	1	1403	-2	0
COc1ccc(NC(=O)COC(=O)[C@@H]2CCCN2S(=O)(=O)c2ccccc2F)c(OC)c1	9	-4	0.9	-16	6	1	1	1480	4	0
COC(=O)c1cc(Br)c(=O)n(CCc2ccc(F)cc2)c1	-4	-12	0.7	-19	29	-2	1.1	1510	-4	-6
Cc1ccc(C(=O)n2c(=S)nc3ccccn32)cc1	3	-3	0.8	-14	18	-4	1	1423	3	-2
Nc1nc(SCC(=O)C23CC4CC(CC(C4)C2)C3)n[nH]1	-1	-2	1.4	-12	-44	-7	1	1452	-4	2
COc1ccc(S(=O)(=O)NCCC(=O)NCc2cccs2)cc1	-3	4	0.9	-13	13	-1	1	1639	4	2
Nc1nc(Nc2cccc(C(F)(F)F)c2)nc(C(F)(F)F)n1	15	-1	0.9	-7	12	14	1	1561	-4	-2

Additional results
SMILES	PPARg SRC2 recr	TNAP inh hiacc	bIAP act	TNAP inh noacc	bIAP inh	PPARg SRC3 recr	TNAP act hiacc	SRC2 TRFRET art	PPARg SRC-1 ag	HMGR II inh
CCC1(C(=O)OC)NC(c2ccco2)C2C(=O)N(c3ccccc3)C(=O)C21 (stereo not drawn)	2	-1	1	-9	0	3	1	1486	3	-5
Cc1ccc2[nH]c(=O)c(CN(Cc3ccccc3Cl)C(=O)N3CCOCC3)cc2c1	6	1	1	-2	0	-9	1	1577	4	3
CCOCCCNCC(O)c1ccccc1 (stereo not drawn)	5	6	1	1	1	-2	0.9	1646	2	-3
Cn1nc(C(=O)Nc2c(-c3ccccc3)nc3sccn23)c2ccccc2c1=O	5	-4	0.9	-7	10	-5	1	1636	-1	0
Cc1c(C#N)c(N)c(C(=O)c2ccccc2)n1Cc1ccccc1	3	-3	0.9	-9	7	0	1	1568	4	-5
Cc1c(C(=O)N2CCOCC2)[nH]c2c1C(=O)CC(c1ccccc1Cl)C2 (stereo not drawn)	5	-1	1	-10	1	20	1	1725	10	1
O=C(CSCc1ccccc1)N1CCc2ccccc21	3	-2	1	-10	0	0	1	1412	1	-3
O=C(COC(=O)c1n[nH]c(=O)c2ccccc12)c1ccc(Br)cc1	-2	1	1	0	-1	-1	1	1583	4	-2
COc1ccc(CCNC(=O)C2CCN(S(C)(=O)=O)CC2)cc1	6	-3	1	-15	-2	4	1	1603	3	1
COCCNC(=S)N/N=C/c1ccccc1C(=O)O	-2	-3	1	-10	-1	-4	1	1570	-1	-3
Cc1ccc(N2C(=O)c3n[nH]c(C)c3C2c2ccco2)cc1 (stereo not drawn)	3	-3	1.1	-5	-9	-5	1	1569	1	2
Cc1nn(C)cc1CNCc1c(C(=O)N2CCCCC2)nc2c(C)cccn12	-6	-5	1	-12	2	3	1.1	1625	4	-5
COc1ccc(CNC(=O)CCn2c(=O)oc3ccccc32)c(OC)c1	-10	-7	1	-10	4	-2	1.1	1509	-7	-1
O=C(CCCc1cccs1)Nc1nc(-c2ccc(F)cc2)cs1	4	-2	1	6	4	3	1	1729	1	-4
Cn1c(=O)oc2cc(S(=O)(=O)N3CCC(C(=O)N4CCc5ccccc5C4)CC3)ccc21	-3	-5	0.9	-20	7	2	1.1	1843	4	-4
O=C(CSc1ccc(-c2ccccn2)nn1)NC1CCCC1	12	-1	1.2	-3	-22	7	1	1749	13	-2
O=C(CCC(=O)N1CCOCC1)Nc1nnc(C2CCCCC2)s1	0	-8	1	-18	2	-10	1.1	1402	2	-6
CN(C)/C=N/c1cc(=O)[nH]c(=O)n1Cc1ccccc1	-7	3	1.1	-1	-6	-1	1	1370	0	-1
COc1ccccc1-c1nnc(SCc2nc3ccccc3[nH]2)n1C	1	-6	1.1	-22	-9	-8	1.1	1517	4	1
Cc1nc(N2CCOCC2)c2c(C)c(C(=O)Nc3ccccc3C(F)(F)F)sc2n1	-3	-4	0.9	-7	5	3	1	1687	9	-4
O=C(CSc1cc(Cl)ccc1Cl)NCC(=O)Nc1ccc(F)c(F)c1F	6	0	0.9	-9	12	5	1	1649	0	3
Cc1ccccc1N1CCN(C(=O)CN2C(=O)c3ccccc3C2=O)CC1	2	5	1	-2	-4	-6	1	1666	-6	0
COc1cccc(NC(=O)OCCN2CCN(Cc3ccccc3)CCC2=O)c1	3	-4	1.1	-2	-11	-2	1	1423	1	-6
CC(C)(C)OC(=O)C(Cl)(C(=O)OC(C)(C)C)c1ccc2nnnn2n1	3	2	1.1	-4	-8	-2	1	1667	-4	0

2 entries from above, bar-delimited:
SMILES | PPARg SRC2 recr | TNAP inh hiacc | bIAP act | TNAP inh noacc | bIAP inh | PPARg SRC3 recr | TNAP act hiacc | SRC2 TRFRET art | PPARg SRC-1 ag | HMGR II inh
CN(C)/C=N/c1cc(=O)[nH]c(=O)n1Cc1ccccc1 | -7 | 3 | 1.1 | -1 | -6 | -1 | 1 | 1370 | 0 | -1
COc1ccccc1-c1nnc(SCc2nc3ccccc3[nH]2)n1C | 1 | -6 | 1.1 | -22 | -9 | -8 | 1.1 | 1517 | 4 | 1

Next entries.
SMILES	PPARg SRC2 recr	TNAP inh hiacc	bIAP act	TNAP inh noacc	bIAP inh	PPARg SRC3 recr	TNAP act hiacc	SRC2 TRFRET art	PPARg SRC-1 ag	HMGR II inh
CCN(c1ccccc1)S(=O)(=O)c1cc([N+](=O)[O-])ccc1N	-5	0	0.8	-1	19	-3	1	1461	2	-2
O=C(Nc1ccccc1-c1ccccc1)c1ccc(Br)o1	3	-2	0.7	-1	32	16	1	1430	1	-1
S=c1[nH]nc(-c2cccnc2)n1/N=C/C=C/c1ccccc1	-3	4	1	4	-2	1	1	1559	2	0
CCc1ccccc1NC(=S)NCc1ccc2c(c1)OCO2	2	-5	0.7	-14	26	-7	1.1	1358	2	4
CCN1/C(=C/c2ccc3cc(C)ccc3[n+]2CC)Sc2cc(C)ccc21	11	30	0.6	21	44	2	0.7	1571	17	2
O=C(CN1CCOCC1)N/N=C/c1ccco1	-2	-8	1	-12	-4	4	1.1	1647	8	-1
N#Cc1c(N2CCCC(O)C2)nc(N)c2c(N)nc3c(c12)CC(=O)N3C12CC3CC(CC(C3)C1)C2 (stereo not drawn)	12	3	1	17	4	7	1	1584	10	1
Cc1c(C(=O)NCCc2ccccc2)oc2ccc(S(=O)(=O)N3CCOCC3)cc12	9	2	0.9	-8	6	10	1	1627	10	1
